# DUSP3 inh: inhibitors of human VHR1 phosphatase (DUSP3); P51452; recombinant VHR phosphatase, pNPP absorbance; inhibition, % at 13.3 µM; actives 0.52% (n = 290,000); in the data active = inhibition above about 50%; also: some compounds called inactive have numbers as strong as hits
# Target sequence (P51452 whole entry, looked up): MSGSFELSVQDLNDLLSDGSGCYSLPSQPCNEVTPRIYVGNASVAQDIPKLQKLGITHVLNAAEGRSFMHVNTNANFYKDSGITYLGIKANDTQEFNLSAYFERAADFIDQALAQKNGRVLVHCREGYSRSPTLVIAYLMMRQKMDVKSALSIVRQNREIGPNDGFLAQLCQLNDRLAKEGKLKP
# Anthrax LF prot: blocks Bacillus anthracis lethal factor protease. multiplex microsphere protease cleavage assay, LF. inhibition, % at 10 µM. AID 588501. actives 0.12% (n = 360,000). P15917; also: plate controls were buffer without enzyme for full effect and enzyme alone for no effect
# Target sequence (P15917 whole entry, looked up): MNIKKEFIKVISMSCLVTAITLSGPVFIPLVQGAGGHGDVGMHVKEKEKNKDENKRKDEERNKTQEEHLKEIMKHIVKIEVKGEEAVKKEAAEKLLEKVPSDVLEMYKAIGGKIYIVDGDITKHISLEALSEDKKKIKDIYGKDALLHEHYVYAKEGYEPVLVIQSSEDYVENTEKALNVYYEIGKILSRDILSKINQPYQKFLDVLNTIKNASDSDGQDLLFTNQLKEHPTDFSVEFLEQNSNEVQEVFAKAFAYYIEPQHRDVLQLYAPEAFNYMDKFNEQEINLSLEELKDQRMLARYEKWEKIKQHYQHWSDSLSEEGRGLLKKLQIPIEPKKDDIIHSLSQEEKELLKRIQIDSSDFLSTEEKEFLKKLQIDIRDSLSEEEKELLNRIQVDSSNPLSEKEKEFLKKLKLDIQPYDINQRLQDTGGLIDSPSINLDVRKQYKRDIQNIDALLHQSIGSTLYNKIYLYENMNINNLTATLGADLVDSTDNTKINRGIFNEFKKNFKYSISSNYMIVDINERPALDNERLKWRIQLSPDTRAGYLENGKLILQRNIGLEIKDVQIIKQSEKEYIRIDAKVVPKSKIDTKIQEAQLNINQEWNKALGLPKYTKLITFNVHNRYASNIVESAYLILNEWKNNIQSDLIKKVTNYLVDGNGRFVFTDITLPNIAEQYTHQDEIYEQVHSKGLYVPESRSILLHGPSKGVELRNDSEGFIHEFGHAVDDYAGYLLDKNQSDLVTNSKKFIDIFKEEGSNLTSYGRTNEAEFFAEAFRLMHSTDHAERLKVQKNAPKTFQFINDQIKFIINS
# PriA SSB inh: blocks PriA binding to SSB C-terminal tail. AlphaScreen SSBct-PriA binding, biotinylated peptide. inhibition, % at 33 µM. actives 0.6% (n = 430,000); in the data active = inhibition mostly above about 37%, no sharp cut-off; inactive = mostly below about 20%;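 also: plate controls were negative control peptide for no effect and reference peptide for full effect; strong numbers were not always called active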
# CCHF vOTU inh: CCHFV vOTU protease inhibition; actives 0.55% (n = 370,000); Pep-AMC fluorescence; inhibition, % at 11.5 µM; in the data active = inhibition above about 30%; also: 0% = vehicle wells with enzyme and 100% = no enzyme wells
# TcdB inh: blocks C. difficile toxin B glycohydrolase activity. AID 652162. P18177. TcdB glycohydrolase enzymatic assay, plate reader. inhibition, % at 9.99 µM. actives 0.24% (n = 350,000); in the data active = inhibition above about 10%
# Y pestis TopoI: Y. pestis Topo-I inhibition via cleavage products. activity, % at 10 µM. Y. pestis Topo-I cleavage product accumulation, plate reader. AID 504884. actives 0.064% (n = 360,000); in the data active = activity above about 50%, passing the limit was not always enough; inconclusive = no clear call, values can overlap the other calls; also: inactives centre near 2
# BH1578 lux ind: induces V. cholerae light production without autoinducers. AID 588436. actives 0.16% (n = 350,000). activation, % at 18.7 µM. V. cholerae BH1578 lux reporter, luminescence, 6 h; in the data active = activation mostly above about 9.7%, no sharp cut-off; inconclusive = no clear call, values can overlap the other calls; inactive = mostly below about 3.7%; also: not every result past the cut was called active; inactives centre near 0; reference of the scale not given here
# PfHsp40 yeast: restores yeast growth despite PfHsp40 toxicity; S. cerevisiae expressing PfHsp40, growth rescue, ATP luminescence; growth rescue, % at 12.5 µM; actives 0.68% (n = 340,000); in the data active = growth rescue above about 28%, passing the limit was not always enough; inconclusive = no clear call, values can overlap the other calls;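 also: yeast W303a lacking pdr1 and pdr3 grown in galactose medium; growth measured after three days at 30 °C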
# BoNT A protease: inhibitors of Botulinum neurotoxin A light chain protease. multiplex microsphere protease substrate cleavage, flow cytometry. inhibition, % at 10 µM. AID 588499. actives 0.17% (n = 360,000); also: plate controls were buffer without enzyme for full effect and enzyme alone for no effect
# SARS 3CLpro inh: SARS-CoV 3CLpro protease inhibition; P0C6X7; AID 1706; inhibition, % at 6 µM; recombinant SARS-CoV 3CLpro, quenched FRET peptide cleavage; actives 0.14% (n = 290,000); in the data active = inhibition above about 12%
# An asterisk follows results filed as active; i = inactive; ? = inconclusive; / = no result given; & = joins results of further samples. Rule as the data show it, unless noted: active = inhibition above about 30%; inconclusive = no clear call, values can overlap the other calls; inactive = below that.
SMILES,DUSP3 inh,Anthrax LF prot,PriA SSB inh,CCHF vOTU inh,TcdB inh,Y pestis TopoI,BH1578 lux ind,PfHsp40 yeast,BoNT A protease,SARS 3CLpro inh
CS(=O)(=O)N(CC(=O)N/N=C/c1cccs1)c1cccc(Cl)c1Cl,16,1,/,1,/,13,i,0.1,-0.5,-2
COc1cc(Cl)c(C)cc1NC(=O)[C@@H]1CCCN1C(=O)c1cccs1,8,1,-17,-2,/,5,0.9,-0.4,-0.3,-4
Cc1ccnc(N/C=C(/NC(=O)c2ccccc2)C(=O)N/N=C\c2ccc(Cl)cc2)n1,24,-2,/,4,1.3,28,i,-0.4,0.0,1
Cc1cc(C(=O)OCC(=O)Nc2ccccc2Cl)c(C)o1,/,-5,-5,-1,2.2,6,12,0.2,-0.1,/
C=CCc1cccc2cc(C(=O)Nc3ccc(F)cc3)c(=O)oc12,1,2,-7,11,1.6,0,-0.2,-1.1,1.6,-1
CCOC(=O)c1c(C)[nH]c(C2=NNC(=NC(C)COC)SC2)c1C (stereo not drawn),8,-3,9,1,1.0,5,-0.5,-1.0,-0.6,-1
O=C(CCn1c(=O)[nH]c2ccsc2c1=O)Nc1ccc(F)c(F)c1,16,-7,-11,-3,/,1,-0.3,-0.1,0.2,5
CC1(C)C2CCC1(C)C(OC(=O)CSc1nc(N)cc(=O)[nH]1)C2 (stereo not drawn),-8,0,-5,-11,/,1,i,-0.9,-0.1,1
COc1cc2c(cc1OC)[C@H](C)N(C(=O)CSc1nc(O)c(C(C)C)c(=O)[nH]1)CC2,29,-4,-9,5,/,8,-0.6,1.3,-0.6,2
O=C1CN(C(=O)COC(=O)c2ccccc2O)c2ccccc2N1,-6,1,2,2,-0.1,-11,0.5,-1.1,0.4,1
CCCCC(CC)C(=O)NCCCN1CCN(CCCNC(=O)C(CC)CCCC)CC1 (stereo not drawn),12,2,-4,/,/,6,-0.2,-1.5,-0.2,-1
N/C(=N\OC(=O)c1ccc(Cl)c(Cl)c1)c1cccnc1,27,0,/,4,/,-9,0.5,1.0,-0.1,2
Cc1ccc(NC(=O)CNC(=O)c2ccc(C)s2)nc1,/,-3,-5,-6,2.6,-2,i,-0.1,2.2,/
CC1Cc2ccccc2N1C(=O)CSc1nnnn1C1CCCC1 (stereo not drawn),48,1,-10,-22,/,-2,-1.6,1.7,-0.8,6
S=c1nc(-c2ccccc2)oc2c1CCCC2,19,2,-8,6,/,-11,0.1,-1.4,0.4,1
c1ccc(-c2nnc3n2NC(c2ccc4c(c2)OCO4)S3)cc1 (stereo not drawn),13,-7,24,4,/,7,i,3.7,-1.0,1
CCN(CC)S(=O)(=O)c1cc(C(=O)NC2=NCCS2)ccc1Cl,27,-2,-6,10,/,8,3.4,-0.5,0.3,4
Nc1nnc(SCC(=O)NNC(=O)c2ccccc2F)s1,/,-4,-5,-7,1.0,-5,i,0.6,0.2,/
O=C(c1ccsc1)N1CCCC(N2CCOCC2)C1 (stereo not drawn),-4,3,1,10,0.5,-5,-0.4,-0.2,1.5,-5
O=C(c1ccccc1)C(c1ccccc1)c1ccccc1,/,-1,-20,4,1.3,17,i,0.9,-0.3,/

# Four entries drawn at random from the list so far:
SMILES,DUSP3 inh,Anthrax LF prot,PriA SSB inh,CCHF vOTU inh,TcdB inh,Y pestis TopoI,BH1578 lux ind,PfHsp40 yeast,BoNT A protease,SARS 3CLpro inh
C=CCc1cccc2cc(C(=O)Nc3ccc(F)cc3)c(=O)oc12,1,2,-7,11,1.6,0,-0.2,-1.1,1.6,-1
COc1cc2c(cc1OC)[C@H](C)N(C(=O)CSc1nc(O)c(C(C)C)c(=O)[nH]1)CC2,29,-4,-9,5,/,8,-0.6,1.3,-0.6,2
CC1Cc2ccccc2N1C(=O)CSc1nnnn1C1CCCC1 (stereo not drawn),48,1,-10,-22,/,-2,-1.6,1.7,-0.8,6
Nc1nnc(SCC(=O)NNC(=O)c2ccccc2F)s1,/,-4,-5,-7,1.0,-5,i,0.6,0.2,/

# (continued)
SMILES,DUSP3 inh,Anthrax LF prot,PriA SSB inh,CCHF vOTU inh,TcdB inh,Y pestis TopoI,BH1578 lux ind,PfHsp40 yeast,BoNT A protease,SARS 3CLpro inh
COC(=O)CN(C)C(=O)c1ccc(OC)c(OC2CCN(C(C)C)CC2)c1,57*,0,-16,-11,1.7,16,-0.7,-0.4,-3.5,-8
O=C(Cn1nnc(N2CCCCC2)n1)c1ccc(Cl)c(Cl)c1,22,/,-7,-7,1.1,7,-1.0,-0.4,/,3
CCc1ccccc1N(CC(=O)NC(C)c1ccccc1)S(C)(=O)=O (stereo not drawn),-8,6,-11,11,3.0,-16,-0.6,-0.1,1.3,6
COc1cc(OC)cc(C(=O)Nc2ccccc2N2CCOCC2)c1,13,0,-7,4,/,9,i,1.5,1.0,0
COc1cccc(CN2CCN(Cc3cc4ccccc4o3)CC2CCO)c1 (stereo not drawn),19,7,6,-3,0.3,11,0.8,-0.4,-1.5,-5
CCC(C)(C)n1nnnc1CN(Cc1ccc(Cl)cc1)Cc1ccco1,-18,4,-13,14,/,4,5.9,11,0.4,3
COc1ccc(OC)c(NC(=O)COC(=O)c2cc3c(s2)CCC3)c1,43,-2,-13,-3,0.5,18,22,0.3,1.4,-1
O=C(OC(C(=O)NC1CCCC1)c1ccccn1)c1cccs1 (stereo not drawn),3,-2,-7,-2,/,8,2.9,-0.1,1.1,2
COc1ccc(N2C(N)=C(C#N)C(c3ccsc3)C3=C2CCCC3=O)c(OC)c1 (stereo not drawn),-11,-1,9,3,/,2,-0.3,0.5,-0.4,4
CCOc1cc(S(=O)(=O)N2CCCCCC2)ccc1F,22,0,-26,-15,/,-9,2.8,0.7,0.8,2
CC12CCC(=O)N1C(C(=O)NCc1ccc(Cl)cc1Cl)CS2 (stereo not drawn),/,/,-10,-7,3.5,6,-0.1,2.0,/,/
Cn1c(CC(=O)NC(C)(C)CO)c(Sc2ccccc2)c2ccccc21,-4,-2,0,-10,-0.7,12,-0.3,0.7,-0.4,4
CC(=O)N1CCN(C(=S)Nc2cc(S(=O)(=O)N3CCOCC3)ccc2Cl)CC1,26,-3,-14,-1,-0.1,-1,/,-0.9,-0.4,-2
CCn1cc(C(=O)N[C@@H](CCSC)C(=O)NCCO)c(=O)c2cc3c(cc21)OCO3,9,-3,-12,-4,-0.8,1,i,-1.4,-0.1,4
COc1ccc(N2CC(C(=O)N3CCCC(C)C3)CC2=O)cc1 (stereo not drawn),4,8,-2,13,0.4,-4,-0.5,-0.4,-0.8,1
Cc1ccc(-c2csc(NC(=O)C3=NN(c4ccccc4)C(=O)CC3)n2)cc1,2,1,-9,4,-0.6,14,-0.3,0.0,-0.7,0
COc1cc2c(cc1OC)C(C)N(C(=O)c1cc3c(=O)oc4ccc(C)cc4c3s1)CC2 (stereo not drawn),0,-2,-18,-3,0.2,11,i,?,-0.2,-3
Cn1c(SCc2c(F)cccc2Cl)nnc1-c1cnccn1,12,0,-7,0,/,14,-4.2,0.0,3.4,-3
CCOc1cccc(-c2cc(NCCc3ccccn3)n3nccc3n2)c1,/,-28,/,-27,1.8,3,i,/,8.0,/
O=C(CCn1c(=O)oc2ccccc21)N(Cc1ccccc1)c1ccccn1,/,2,-12,5,/,-2,-1.5,0.5,0.6,-6
CCOC(=O)c1c(NC(=O)COC(=O)c2nccnc2N)sc(C(=O)N(C)C)c1C,/,-3,-4,-23,0.2,9,0.0,0.5,0.6,/
Cc1ccccc1Cn1c(Cc2ccccc2)nc2ccccc21,39,0,-5,14,/,1,i,-1.4,?,-1
Cc1ccc2nc(SCC(=O)Nc3ccc(Br)cc3)nc(=O)n2c1,/,0,-3,28,0.6,3,3.8,1.4,-3.0,/
CCOC(=O)c1c(NC(=O)C[n+]2ccccc2)sc2c1CCCC2,5,-4,3,-14,0.9,-4,-0.4,-0.1,-0.7,-1
O=C(c1cc2nc(-c3ccccc3)cc(-c3ccccc3)n2n1)N1CCN(C(=O)c2ccco2)CC1,13,-5,-16,-4,/,15,i,-0.8,0.2,0
C[C@@H]1CN([C@@H](C)CO)C(=O)CCCn2cc(nn2)CO[C@H]1CN(C)S(=O)(=O)c1cccc(F)c1,/,1,/,3,-0.1&0.0&1.2,1,i,/,-0.1,/
Cc1sc2nc(CSCC(=O)N3CC(C)OC(C)C3)[nH]c(=O)c2c1C (stereo not drawn),/,/,4,-5,-0.1,0,-0.4,-0.5,/,/
COc1cccc(CNC(=O)CN2C(=O)CC(c3ccccc3)=Nc3ccccc32)c1,20,-3,2,-8,0.7,21,-3.0,-0.8,-1.1,3
CCCCC(CC)CN1CN(CC(CC)CCCC)CC(C)(N)C1 (stereo not drawn),/,-15,-4,-4,1.4,23,-0.3,-0.6,-0.2,/
CC(CSc1nc2ccccc2s1)Cn1c(N2CCCC2)nc2c1c(=O)[nH]c(=O)n2C (stereo not drawn),0,-2,-6,11,/,32,-0.2,-0.9,-0.1,-4
O=C(CCn1c(=S)oc2ccccc21)Nc1ccc2c(c1)OCCO2,-20,4,-22,14,/,-3,i,-0.3,0.3,0
O=C(Cn1cccc1C(=O)c1ccccc1)NCc1ccccn1,23,-3,8,9,/,5,/,0.3,1.1,0
Cc1ccc(CNC(=O)C2CCCN2S(=O)(=O)c2ccc(F)cc2)cc1 (stereo not drawn),-1,13,-6,10,-6.5,5,-0.7,-0.6,-5.2,5
CC(=O)N1CCc2cc(S(=O)(=O)Nc3ccccc3N3CCN(C)CC3)ccc21,34,-2,-8,14,-8.7,-7,-0.2,-0.9,-0.7,1
COc1ccc(C(=O)NC2CCN(S(=O)(=O)c3ccccc3)CC2)cc1,15,-20,-9,-3,-5.7,1,-0.1,-0.9,3.5,-4
CCOC(=O)c1oc2ccccc2c1NC(=O)c1cccs1,29,5,-3,2,/,0,-8.0,0.5,0.9,-2
COc1cc(C(F)(F)F)c(C(=O)N(C)Cc2ccc(Cl)c(Cl)c2)cn1,13,/,0,-1,0.1,15,i,3.0,/,-1
O=C(Nc1nc2ccccc2s1)c1ccc(Cl)s1,-9,6,-5,10,0.8,3,-0.4,0.2,-0.2,-1
CN1Cc2c(N3CCOCC3)nc3sc(C(=O)c4ccccc4)c(N)c3c2CC1(C)C,8,-3,33,-9,2.3,3,-0.5,-0.9,1.6,0
COC(=O)c1ccc(CNC(=O)Cn2cnc3c(SC)nc(N)nc32)cc1,/,-1,-4,0,0.8,2,i,0.3,-0.1,/
CCOc1cc(/C=N/NC(=O)c2nn(C)cc2Br)ccc1OCc1ccccc1Cl,-17,0,/,-20,/,-9,-0.1,-1.4,-0.8,1
CCCc1ccc(C(O)c2ncc(-c3cccc(OC)c3)[nH]2)cc1 (stereo not drawn),/,-1,/,24,1.2,-5,-0.9,/,0.3,/
COc1ccc(-c2nc(SCC(=O)NC3CCCCC3)n[nH]2)cc1,-8,0,-6,-8,0.6,14,-0.3,0.2,2.1,-6
O=C(Cc1cccc(NC(=O)C2CCCN(C(=O)CCc3ccccc3)C2)c1)Nc1cccc(C(=O)N2CCOCC2)c1 (stereo not drawn),/,1,-3,0,0.3,12,i,0.2,0.0,/
CCCS(=O)(=O)N1CCCC(C(=O)NCc2ccco2)C1 (stereo not drawn),4,5,-10,-15,/,-6,-0.3,-1.6,0.1,3
CCOC(=O)CSc1nnc(CSc2nc3sc4c(c3c(=O)[nH]2)CCC4)n1C,8,5,-9,-3,/,2,-0.7,-0.2,-0.3,-1
CC(C)CCN1CC(C(=O)NC(C)C)CC1=O (stereo not drawn),17,-1,-17,-6,0.6,0,i,-0.5,0.1,-1
COc1cc2c(cc1NCc1ccc3c(c1)OCO3)oc1ccccc12,-4,-3,21,0,/,4,3.7,-0.1,-0.8,2
C1CCN(C2CCN(c3nc4nonc4nc3N3CCSCC3)CC2)C1,25,-1,-12,3,-1.1,5,i,-0.2,-0.5,-1

# High-throughput results (PubChem BioAssay)

# An excerpt. The share of hits here may be higher or lower than overall.
